# aSyn yeast inh: inhibitors of alpha-synuclein toxicity in yeast. Yeast expressing alpha-synuclein, growth rescue, BacTiter-Glo, 24 h. Potency, µM (doses to about 46.1 µM), for inactives: top-dose growth rescue (activation), actives largely listed as activators. 370,000 tested, 0.14% active; further: % of control where 0% means no effect; nearly all actives have a fitted effect of over 65% in size
#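 Rescue of yeast growth: cells expressing toxic alpha-synuclein, induced in galactose at OD600 0.02, incubated with compound 24 h at 30 C. ATP luminescence quantified growth; inhibitors of toxicity appear as activators.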
# PTHR1 ag: agonists of human PTHR1 parathyroid hormone receptor; Potency, µM (highest dose often 115 µM), without a hit: at the top dose activation, actives largely listed as activators; 410,000 tested, 0.075% active; Q03431; AID 743266; HEK293 GP2 PTHR1 cells, GloSensor cAMP luminescence, 1 h; further: nearly all actives have a fitted effect of over 55% in size; some results filed as inactive show a strong effect at the top dose; inactives centre near -15; many of its hits are not listed in these tables
#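 HEK-293-derived GP2 cells expressing PTHR1 and a GloSensor cAMP reporter, 3,000/well, plated overnight, given luciferin plus IBMX (each 0.5 mM as added) for 1 h at 37 °C, then compound for 1 h at 37 °C. Luminescence was read after 15 min at room temperature.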
# EPAC1 agonist: agonists of human EPAC1. EPAC1 agonist qHTS, biochemical assay; response scale: 100% = response to 6.5 mM cAMP. 360,000 tested, 0.073% active. Potency, µM (highest dose often 154 µM), inactives show top-dose activation, usual class: activators; further: nearly all actives have a fitted effect of over 60% in size
# Target sequence (O95398 whole entry, looked up): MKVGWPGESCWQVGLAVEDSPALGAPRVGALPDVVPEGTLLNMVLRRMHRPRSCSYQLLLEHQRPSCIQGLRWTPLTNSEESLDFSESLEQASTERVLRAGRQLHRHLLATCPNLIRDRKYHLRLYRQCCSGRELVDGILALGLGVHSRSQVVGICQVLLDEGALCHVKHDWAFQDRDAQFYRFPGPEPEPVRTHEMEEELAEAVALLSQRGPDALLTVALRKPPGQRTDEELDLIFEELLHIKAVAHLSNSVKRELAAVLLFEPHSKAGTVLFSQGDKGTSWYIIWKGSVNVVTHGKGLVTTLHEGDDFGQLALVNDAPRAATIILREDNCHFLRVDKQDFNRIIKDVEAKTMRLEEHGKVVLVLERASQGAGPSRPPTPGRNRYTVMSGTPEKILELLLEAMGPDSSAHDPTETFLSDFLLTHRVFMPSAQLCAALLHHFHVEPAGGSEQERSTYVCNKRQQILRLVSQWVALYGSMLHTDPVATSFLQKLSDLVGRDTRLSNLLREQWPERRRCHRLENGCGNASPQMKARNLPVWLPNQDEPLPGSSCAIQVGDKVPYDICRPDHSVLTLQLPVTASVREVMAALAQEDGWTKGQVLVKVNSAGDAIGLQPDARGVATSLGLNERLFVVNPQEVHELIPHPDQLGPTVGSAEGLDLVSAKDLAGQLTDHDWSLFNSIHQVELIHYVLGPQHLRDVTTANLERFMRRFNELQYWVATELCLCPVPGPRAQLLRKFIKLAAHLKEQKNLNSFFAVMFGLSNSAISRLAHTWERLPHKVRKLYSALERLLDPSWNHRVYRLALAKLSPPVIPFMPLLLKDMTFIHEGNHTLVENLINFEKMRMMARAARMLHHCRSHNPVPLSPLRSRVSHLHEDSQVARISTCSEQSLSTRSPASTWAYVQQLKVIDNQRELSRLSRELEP
#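 Nucleotide exchange assay: 100 nM EPAC1 with 250 nM Rap1B loaded with BODIPY-GDP and 50 uM GDP, room temperature. Fluorescence (480/540 nm) read every 5 min for 30 min; signal change normalized to 6.5 mM cAMP as full agonist.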
# EPAC2 antagonist: blocks human EPAC2 exchange factor. 360,000 tested, 0.18% active. Q8WZA2. EPAC2 GEF exchange of Rap1B-BODIPY-GDP, fluorescence. Potency, µM (titrated, usually from 114 µM), inactives show at the top dose activity, negative = inhibition, actives largely listed as inhibitors; further: on the % scale 0 is the no-effect control and ±100 the full control effect; nearly all actives have a fitted effect of over 45% in size; many of its hits are not listed in these tables
# EPAC1 antagonist: EPAC1 (human) antagonism. EPAC1 GEF assay, Rap1b-BODIPY-GDP exchange fluorescence. Potency, µM (top dose mostly 115 µM), without a hit: at the highest dose activity change, negative = inhibition, hits mostly inhibitors. 360,000 tested, 0.14% active. AID 720709;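 further: plate controls were vehicle for no effect and positive control for full effect; nearly all actives have a fitted effect of over 50% in size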
# TDP43 rescue: inhibitors of TDP-43 toxicity in yeast. AID 652104. TDP-43 expressing yeast growth rescue, BacTiter-Glo, 24 h. Potency, µM (doses to about 46.1 µM), for inactives: at the highest dose growth rescue (activation), usual class: activators. 410,000 tested, 1.8% active; further: % of control where 0% means no effect; nearly all actives have a fitted effect of over 50% in size
#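 Readout is BacTiter-Glo luminescence of cell growth, so inhibitors register as activators. TDP-43-expressing yeast at OD600=0.02 in galactose medium, after raffinose pregrowth to mid-log, were incubated with compound for 24 hr at 30 deg C.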
# FUS suppressor: FUS proteinopathy suppression in yeast; 390,000 tested, 0.24% active; Potency, µM (series often up to 76.6 µM), without a hit: top-dose growth rescue (activation), most hits filed as activators; S. cerevisiae FUS-expressing, growth rescue, OD600, 24 h;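 further: plate controls were DMSO vehicle for no effect and reference control for full effect; nearly all actives have a fitted effect of over 55% in size; some results filed as inactive show a strong effect at the top dose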
#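 Galactose (2%) drives FUS expression in yeast precultured in raffinose; seeding density OD 0.005. Test compounds incubated 24hr at 30C and 99% humidity before absorbance at 600 nm was measured.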
# EPAC2 ag: agonists of human EPAC2 (RAPGEF4); Q8WZA2; EPAC2 activation, biochemical qHTS; response scale: 100% = 6.5 mM cAMP response; 360,000 tested, 0.079% active; Potency, µM (titrated, usually from 154 µM), inactives show at the highest dose activation, actives largely listed as activators; further: nearly all actives have a fitted effect of over 50% in size
#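 Guanine nucleotide exchange by EPAC2 is measured as reduced fluorescence of BODIPY-GDP once it is released from 250 nM Rap1B. Plates are read kinetically for 30 min at room temperature; results are scaled to 6.5 mM cAMP.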
# An asterisk follows results filed as active; i = inactive; ? = inconclusive; . = no result given; & = joins results of further samples; [ ] = remark or other dose. The call rests on the fitted dose curve; in most records, active means well fitted curve in the direction sought with a large enough effect; inconclusive means small, poorly fitted or top-dose-only effect, or another doubt; inactive means no such curve, though single readings can be large; an effect the other way counts as inactive or inconclusive. Potency means the concentration at half of the fitted maximal effect. The list is partial; count on the stated rates, not on these rows.
# Results follow in this order: aSyn yeast inh | PTHR1 ag | EPAC1 agonist | EPAC2 antagonist | EPAC1 antagonist | TDP43 rescue | FUS suppressor | EPAC2 ag
> NS(=O)(=O)c1ccc(CCNS(=O)(=O)c2ccccc2)cc1
    0% | -17% | 1% | -5% | -20% | -14% | -1% | -4%
> COC(=O)c1ccc(OC(=O)c2ccc(OC)cc2)c(OC)c1
    11% | -91%[inhibitor] | 6% | ? | -3% | 26% | 10% | 8%
> CCCc1cc(N2CCOCC2)n2nc(C)c(-c3ccccc3)c2n1
    -1% | ? | -1% | -20% | -25% | 13% | -26% | 3%
> CCO[C@@H]1OC(C(=O)N2CCOCC2)=C[C@H](C)[C@H]1CCCO
    -5% | -22% | -6% | 10% | 2% | 10% | -28% | 1%
> CC(=O)OCc1c(-c2ccccc2)c2cc([N+](=O)[O-])ccc2n1C
    1% | i | 15% | ? | -20% | -3% | -7% | 13%
> CCOC(=O)N1CCN(C(=O)COc2ccc(Cl)c(C)c2)CC1
    15% | i | 1% | 1% | 11% | 10% | 5% | 4%
> O=C(CSCc1ccc(Br)cc1)Nc1ccc(S(=O)(=O)N2CCCCCC2)cc1
    14% | -5% | 25% | -15% | -5% | -2% | 11% | 26%
> COc1ccccc1C(=O)NCCC(=O)N1CCCCCCC1
    -4% | -17% | 5% | 3% | -1% | 5% | 24% | 7%
> O=C(O)CN1C(=O)/C(=C/c2ccsc2)SC1=S
    5% | i | 0% | 3% | -10% | -11% | -4% | 9%
> N#C/C(=C\c1cccc(Br)c1)C(=O)N1CCCCC1
    ? | -26% | 2% | -4% | 6% | ? | 16% | 9%
> CCOC(=O)N1CCN(C(=O)CNC(=O)c2ccccc2F)CC1
    -15% | i | 6% | -2% | -5% | 21% | -8% | 8%
> COc1ccc(-n2nnnc2SCC(=O)NC2CC2)cc1
    6% | -92% | -2% | 2% | 25% | -8% | -16% | 3%
> CCOc1ccc(NCC(=O)Nc2ccc(C)cc2C)cc1
    -2% | i | 5% | -2% | 1% | 15% | 12% | 4%
> CC(O)CNc1nc2ccccc2n1CC(=O)NCCc1ccc(Cl)cc1 (configuration not stated)
    -1% | i | 5% | 23% | -1% | -2% | 32% | 5%
> COc1ccc(S(=O)(=O)Nc2ccc(-c3ccc(N4CCCC4)nn3)cc2)cc1C
    2% | i | -3% | 7% | -6% | 10% | 12% | 25%
> Cc1ccccc1OCCCN1C(=O)C(=O)c2cccc(C)c21
    -63%[inhibitor] | -4% | 12% | -16% | -20% | -86%[inhibitor] | -4% | ?
> CCOC(=O)COc1ccc(C(=O)c2ccccc2)c(O)c1
    0% | i | 2% | 3% | -3% | -8% | 2% | 8%
> Cc1ccc(S(=O)(=O)N2CCCC2C(=O)NCc2ccc3c(c2)OCO3)cc1 (configuration not stated)
    0% | -44% | 5% | -8% | -6% | -14% | 14% | 11%
> Cc1ccc(NC(=O)CSc2nnc(-c3cnccn3)n2Cc2ccco2)cc1
    0% | 0%[57.5 µM] | 6% | -2% | -13% | -8% | 13% | 9%
> Cc1cc(C(=O)N2CCN(c3ccc([N+](=O)[O-])cc3)CC2)n[nH]1
    -6% | i | -7% | 7% | -14% | -6% | -2% | 13%
> COc1ccc(-c2nnc(SC(C)C(=O)NC3CC3)o2)cc1 (configuration not stated)
    -5%[1.84 µM] | -7% | 0% | 7% | -18% | 10% | 9% | 8%
> COc1ccc(N(CC(=O)N2CCc3ccccc3C2)S(C)(=O)=O)cc1OC
    -8% | i | 7% | -1% | -3% | 6% | 23% | 8%
> O=C(NCc1ccccc1)c1cc(C2CCCCN2S(=O)(=O)Cc2ccccc2)on1 (configuration not stated)
    8% | i | -2% | -10% | 0% | 23% | 27% | 4%
> Cc1cc(C(=O)OCC(=O)NC(C)C)c(C)o1
    2% | i | 0% | 7% | 6% | 12% | -9% | -1%
> COc1cc(/C=C2/SC(=S)N(CC3CCCO3)C2=O)ccc1O (configuration not stated)
    -11% | -41%[inhibitor] | 12% | -15% | -25% | -14% | -1% | 23%
> NNC(=O)CSCc1ccc(Cl)cc1Cl
    -4% | -22% | 12% | -11% | 0% | 3% | 12% | 11%
> Cc1ccc(NC(=O)CCc2nc(-c3cccs3)no2)c(Br)c1
    4% | -59%[inhibitor] | 0% | 3% | -23% | 21% | 10% | -2%
> Cc1cc(C)c2oc(-c3ccc(Cl)c(NC(=O)c4ccc(C#N)cc4F)c3)nc2c1
    -1% | i | 4% | 1% | -12% | -6% | -48%[inhibitor] | -13%
> COc1cccc(CNC(=O)Cn2nc([N+](=O)[O-])c(Br)c2C)c1
    4% | i | 10% | -5% | -5% | . | 5% | 7%
> O=C(NC(=O)N1CCN(c2cccc(Cl)c2)CC1)c1ccc(Cl)cc1
    0% | -49%[inhibitor] | -3% | 0% | 6% | ? | 21% | 6%
> O=C(CC(=O)NN=C1CCCCCC1)NCc1cccnc1
    -5% | -20% | 8% | -3% | -9% | 16% | -12% | 7%
> O=C(CSc1nnnn1Cc1ccccc1)NCC(=O)c1ccccc1
    6% | i | -1% | 7% | 19% | -6% | -6% | 2%
> Cc1cc(C)cc(OCCCCn2cncn2)c1
    -5% | i | -1% | 1% | 1% | 8% | -10% | 4%
> CCOC(=O)/C(C#N)=C\C1=C(N2CCCC2)CC(C)(C)OC1
    -1% | i | 11% | -5% | 4% | -2% | -13% | -1%
> CCC(C)NC(=O)CN(c1cc(Cl)cc(Cl)c1)S(C)(=O)=O (configuration not stated)
    -4% | i | -12% | 14% | -2% | 22% | -36% | -2%
> COc1ccccc1NC(=O)CCC(=O)OCC(=O)c1ccc(C)c([N+](=O)[O-])c1
    8% | i | 6% | 1% | -2% | -1% | -11% | 2%
> CN1Cc2ccccc2CC1CNCc1c(C(=O)N2CCCC2)nc2ccccn12 (configuration not stated)
    0% | -12% | 2% | 14% | 9% | -9%[0.397 µM] | 18% | 7%
> COc1ccc(-n2nc(C(=O)N3CCCCC3)c(C)c(C#N)c2=O)cc1
    0% | -15% | -5% | 8% | 8% | -8% | -5% | -4%
> CC(=O)Nc1ccc(SC[C@H](C)CN2CC[C@H](O)CCC2=O)cc1
    -8% | i | -1% | 4% | -4% | 9% | -8% | 5%
> O=C(O)c1cc2cc(F)ccc2[nH]1
    1%&0% | i | -11% | 5% | -14% | ? | -13% | 0%
> CCOC(=O)/C(=N/Nc1ccccc1OC)N1CCCc2ccccc21
    1% | -14% | 11% | -8% | 0% | 0% | 25% | 13%
> CC(C)c1ccc(NC2CCCN(C(=O)CCN3CCCCO3)C2)cc1 (configuration not stated)
    -1% | i | 3% | 4% | 11% | 10% | . | 14%
> Cc1ccc(C2(c3ccc(C)cc3)NC(=O)N(CC(N)=O)C2=O)cc1
    5% | i | -2% | ? | -19% | -9% | -4% | 4%
> Cc1cc(=O)n(CC(=O)NCCN2CCOCC2)c2c1c(C)nn2-c1ccccc1
    5% | -13% | -1% | -3% | 5% | -12% | 17% | 7%
> N#Cc1c(NC(=O)C2CCCO2)sc2c1CCCCC2 (configuration not stated)
    5% | -38%[inhibitor] | 3% | 2% | 3% | 3%[0.397 µM] | 10% | 4%
> CCOC(=O)C1=C(N)Oc2cc(O)ccc2C1c1ccccc1 (configuration not stated)
    1% | -37%[inhibitor] | 0% | ? | -13% | 16% | -29% | 9%
> CC(C)(C)OC(=O)NN1CC(=O)N2[C@@H](Cc3c([nH]c4ccccc34)C2(C)C)C1=O
    2% | -39%[inhibitor] | -2% | 0% | 1% | 8% | 12% | 1%
> CCCCNc1c(-c2ccc(OC)c(SC3CCCCC3)c2)nc2cnccn12
    -44%[inhibitor] | -44%[inhibitor] | -9% | ? | -15% | -23% | 32µM* | -6%
> CCCOc1ccc(/C=C/c2c([N+](=O)[O-])c(=O)n(C)c(=O)n2C)cc1
    -1% | -27% | -7% | 2% | -18% | 6% | -14% | 4%
> CC(C)(O[C@@H]1O[C@H](CO)[C@@H](O)[C@H](O)[C@H]1O)[C@@H]1CC=C(C(=O)O)CC1
    1% | -24% | 8% | -1% | 3% | 1% | -19% | 5%
> O=C(NCCCc1ccccc1)C1CCC(=O)N(CCc2ccc(Cl)cc2)C1 (configuration not stated)
    0% | -25% | -1% | -1% | 1% | 24% | 28% | 4%
> O=c1cc(CSc2nnc(-c3cccnc3)n2-c2ccccc2F)nc2sccn12
    3% | -2%[57.5 µM] | -2% | 7% | 0% | -9% | 22% | -5%

# Single records, as listed above:
# COc1ccc(-c2nnc(SC(C)C(=O)NC3CC3)o2)cc1 (configuration not stated) reads aSyn yeast inh: -5%[1.84 µM]; PTHR1 ag: -7%; EPAC1 agonist: 0%; EPAC2 antagonist: 7%; EPAC1 antagonist: -18%; TDP43 rescue: 10%; FUS suppressor: 9%; EPAC2 ag: 8%
# Cc1cc(=O)n(CC(=O)NCCN2CCOCC2)c2c1c(C)nn2-c1ccccc1 reads aSyn yeast inh: 5%; PTHR1 ag: -13%; EPAC1 agonist: -1%; EPAC2 antagonist: -3%; EPAC1 antagonist: 5%; TDP43 rescue: -12%; FUS suppressor: 17%; EPAC2 ag: 7%
# Cc1ccc(S(=O)(=O)N2CCCC2C(=O)NCc2ccc3c(c2)OCO3)cc1 (configuration not stated) reads aSyn yeast inh: 0%; PTHR1 ag: -44%; EPAC1 agonist: 5%; EPAC2 antagonist: -8%; EPAC1 antagonist: -6%; TDP43 rescue: -14%; FUS suppressor: 14%; EPAC2 ag: 11%

# A draw from above in order of heavy-atom count, falling.
# Results follow in this order: aSyn yeast inh | PTHR1 ag | EPAC1 agonist | EPAC2 antagonist | EPAC1 antagonist | TDP43 rescue | FUS suppressor | EPAC2 ag
> COc1ccccc1NC(=O)CCC(=O)OCC(=O)c1ccc(C)c([N+](=O)[O-])c1
    8% | i | 6% | 1% | -2% | -1% | -11% | 2%
> O=C(NCCCc1ccccc1)C1CCC(=O)N(CCc2ccc(Cl)cc2)C1 (configuration not stated)
    0% | -25% | -1% | -1% | 1% | 24% | 28% | 4%
> O=C(CSc1nnnn1Cc1ccccc1)NCC(=O)c1ccccc1
    6% | i | -1% | 7% | 19% | -6% | -6% | 2%
> Cc1ccc(C2(c3ccc(C)cc3)NC(=O)N(CC(N)=O)C2=O)cc1
    5% | i | -2% | ? | -19% | -9% | -4% | 4%
> CC(=O)Nc1ccc(SC[C@H](C)CN2CC[C@H](O)CCC2=O)cc1
    -8% | i | -1% | 4% | -4% | 9% | -8% | 5%

# 3 compounds already listed, sorted by the value under EPAC1 antagonist, low to high.
structure	EPAC1 antagonist
CCC(C)NC(=O)CN(c1cc(Cl)cc(Cl)c1)S(C)(=O)=O (configuration not stated)	-2%
N#C/C(=C\c1cccc(Br)c1)C(=O)N1CCCCC1	6%
COc1ccc(-n2nnnc2SCC(=O)NC2CC2)cc1	25%
